High-throughput results from PubChem BioAssay.
PriA SSB inh = inhibitors of Klebsiella pneumoniae PriA binding to SSB C-terminal tail. AlphaScreen SSBct-PriA binding, biotinylated peptide. inhibition, % at 33 µM. 430,000 tested, 0.6% active. AID 1272365; in the data active = inhibition mostly above about 37%, no sharp cut-off; inactive = mostly below about 20%;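 also: plate controls were negative control peptide for no effect and reference peptide for full effect; strong numbers were not always called active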
The depositor's hits bear a star; & = joins results of further samples.

| structure | PriA SSB inh |
| --- | --- |
| COC(=O)c1ccc2c(=O)n(CCC(=O)NCCc3ccc(Cl)cc3)c(=S)[nH]c2c1 | -9 |
| CCN(CC)S(=O)(=O)c1ccc(C(=O)NCCn2ncccc2=O)cc1 | -14 |
| O=C(NC1(C(F)(F)F)Oc2cc(Cl)c(Cl)cc2O1)C1=C(N2CCOCC2)/C(=C/c2ccccc2)CC1 | -7 |
| Cc1nc(-c2ccccc2Cl)sc1CNC(=O)[C@@H]1CCC(=O)N1 | -6 |
| Cc1cc(=O)[nH]c(NN=Cc2ccc(O)c(O)c2)n1 | -13 |
| O=C(Cn1cnc2c(cnn2C2CCS(=O)(=O)C2)c1=O)NCc1ccco1 (configuration not stated) | -6 |
| O=C(NCC1(O)Cc2ccccc2C1)C1CCOC1 (configuration not stated) | 2 |
| Cc1ccc(S(=O)(=O)NCCC(=O)O)cc1C | 14 |
| CS(=O)(=O)N1C2CCC1CC(NC(=O)Cn1ncccc1=O)C2 (configuration not stated) | -19 |
| CSc1ccccc1NC(=O)C(=O)NC[C@H]1CCCO1 | 5 |
| C=CCN1C(=O)C(C)(C)COc2cc(NC(=O)COc3ccccc3F)ccc21 | 18 |
| CN1CCCc2cc(C(CNC(=O)Cc3cccs3)N3CCCCC3)ccc21 (configuration not stated) | 14 |
| CCOC(=O)c1sc(-n2[nH]c(=O)c3ccccc3c2=O)c(C(=O)OCC)c1C | 2 |
| Cc1cc([C@@H](O)CCNC(=O)C(=O)Nc2ccc(OC(F)(F)F)cc2)c(C)o1 | 9 |
| Cc1[nH]c(=O)[nH]c(=O)c1CC(=O)NCc1ccco1 | -15 |
| O=[N+]([O-])c1ccc(NN=Cc2c[nH]c3ccccc23)cc1 | 2 |
| O=C(CSc1ncc(CO)n1Cc1c(F)cccc1F)N1CCc2ccccc21 | -11 |
| COc1ccc(CCNC(=O)N2CCC(c3nn(C)c(=O)n3C3CC3)CC2)cc1 | 6 |
| O=C(NCC1(c2ccsc2)CCCC1)c1ccoc1 | 5 |
| CCCCC(=O)NC1CCN(CCOC)CC1 | -15 |
| Cn1cc(C(O)CNC(=O)Nc2cccs2)c2ccccc21 (configuration not stated) | -5 |
| O=C(c1cc2ccccc2o1)N1CCN=C1SCc1c(F)cccc1Cl | -1 |
| CCOc1ccc2nc(N3CCCCC3)sc2c1 | -18 |
| CC(=NN=C1NC(=O)C(CC(=O)Nc2ccc(Cl)cc2)S1)c1ccco1 (configuration not stated) | 18 |
| COc1ccc(Cl)cc1S(=O)(=O)Cc1nc(-c2ccc(OC(C)C)cc2)no1 | -14 |
| COc1cccc(CNC(=O)C(=O)Nc2ccc(Cl)c(N3CCCS3(=O)=O)c2)c1 | -5 |
| Cc1nc2ccccn2c1C(O)=C1C(=O)C(=O)N(CCN2CCOCC2)C1c1cccnc1 (configuration not stated) | 3 |
| COC(=O)c1ccc(NC(=O)CSc2nnc(C3CC(=O)N(c4ccc(C)cc4)C3)o2)cc1 (configuration not stated) | 3 |
| COc1ccc(NC(=O)CSc2nc3ccccc3nc2-c2ccccc2)cc1 | -22&-8 |
| Cc1ccc(-n2ncc3c(=O)n(Cc4ccc(Br)cc4)cnc32)c(C)c1 | -25 |
| O=C(CSCc1ccccc1)N1CCC(Oc2ncccc2Br)CC1 | -5 |
| Cc1ccccc1C1CCN(C(=O)CN2C(=O)CCC2=O)CCS1 (configuration not stated) | -2 |
| CC(C)C(=O)N1CCc2ccc(NS(=O)(=O)c3ccc(F)cc3)cc2C1 | -5 |
| O=C(CSc1ccc(NC(=O)c2cccs2)nn1)NCc1cccs1 | -20 |
| COc1ccc(C(=O)N2CCN(c3cc(-n4nc(C)cc4C)ncn3)CC2)cc1 | -5 |
| Cc1nnc2ccc(N3CCN(C(=O)Nc4ccc5c(c4)OCO5)CC3)nn12 | -9&-1 |
| CCC1(c2ccccc2)CCC(=O)N(CC(=O)Nc2c(C)cc(C)cc2C)C1=O (configuration not stated) | 9 |
| O=S(=O)(/C=C/c1ccccc1)NCCc1nc(C2CC2)cc(C(F)(F)F)n1 | -21 |
| COc1ccccc1OCC(=O)NCC[C@H](O)C(C)(C)C | -5 |
| O=C(Cn1c(CO)cnc1SCc1cccc(C(F)(F)F)c1)NC1CCCC1 | 2&12 |
| CCOC(=O)CCC(=O)N1CCC(Oc2ncccc2Br)CC1 | -3 |
| CNC(=O)C(=O)Nc1cc(N2CCCS2(=O)=O)ccc1C | -3 |
| CCOc1ccccc1C(=O)N1CCN(Cc2nc(C(C)(C)C)cs2)CC1 | -4 |
| Cc1cc(-c2nnc(NC(=O)c3ccc(Oc4ccccc4)cc3)o2)n(C)n1 | -14 |
| CCS(=O)(=O)c1ccc(C(=O)N(C[C@H]2CCCO2)c2nc3c(C(F)(F)F)cccc3s2)cc1 | -7 |
| NC(=NOC(=O)Cc1ccc([N+](=O)[O-])cc1)c1cccc(Br)c1 | 20 |
| CCOC(=O)c1sc(=NC(=O)c2coc3ccccc3c2=O)n(C)c1C | 0 |
| C=CCn1c(CCN2C(=O)c3cccc4cccc(c34)C2=O)n[nH]c1=S | -8 |

For convenience, part of the list above:
| structure | PriA SSB inh |
| --- | --- |
| CCC1(c2ccccc2)CCC(=O)N(CC(=O)Nc2c(C)cc(C)cc2C)C1=O (configuration not stated) | 9 |
| O=S(=O)(/C=C/c1ccccc1)NCCc1nc(C2CC2)cc(C(F)(F)F)n1 | -21 |

Next part
| structure | PriA SSB inh |
| --- | --- |
| Cc1nnsc1C(=O)N1CCC(CNC(=O)c2cc3ccccc3[nH]2)CC1 | -29 |
| Cc1nccn1-c1cc(NC(=O)Cc2cccc3ccccc23)ncn1 | 4 |
| COc1cc(C=Nc2ccc(NC(C)=O)cc2)ccc1OC(=O)c1cccs1 | -18 |
| CCCc1cc2c(=O)c(-c3ccc4c(c3)OCCO4)coc2cc1OC(=O)N(C)C | 2 |
| COC(=O)c1cnn(-c2ccc(C)cc2)c1N | -8 |
| COc1ccccc1N1CCN(CCNS(=O)(=O)c2ccccc2F)CC1 | -4&20 |
| COc1ccc(N2CCCS2(=O)=O)cc1NC(=O)COc1ccc(Cl)cc1 | -9 |
| CS(=O)(=O)Nc1cnc(N2CCOCC2)nc1 | 5 |
| COc1cc(OC)c(NC(=O)Cn2nc3c(SC4CCCCC4)nccn3c2=O)cc1Cl | -4 |
| O=c1c2c(CO)c(-c3ccc(F)cc3)nn2ccn1Cc1cc(=O)n2ccccc2n1 | -4 |
| COc1ccc(C)cc1Nc1c(C#N)cnc2ccc(Cl)cc12 | 0 |
| CC(=O)Nc1ccc(S(=O)(=O)NCc2cc(-c3ccccn3)n(C)n2)cc1 | -11 |
| O=C(NCc1cccc2ccccc12)Nc1ccc2c(c1)N(C(=O)C1CCCC1)CC2 | 2 |
| Nc1ncnc(N2CCOCC2)c1[N+](=O)[O-] | 0 |
| CCc1nnc(-c2ccc(NC(=O)c3ccc(S(=O)(=O)N4CCCC4)cc3)cc2)o1 | -7&4 |
| O=C(Cc1ccc(F)cc1)NCCOc1cccc(C(F)(F)F)c1 | -19 |
| COc1cccc(OCC(O)CN2C(C)(C)CC(O)CC2(C)C)c1 (configuration not stated) | -9&-8 |
| CCOC(=O)N1CCN(S(=O)(=O)c2ccc(OC)c(C)c2C)CC1 | 5 |
| O=C(Nc1ccccc1-c1csc(-c2ccccc2F)n1)c1c[nH]c2ccccc12 | -2 |
| COc1ccc(NC(C)C(=O)NN=Cc2ccccc2OCc2cccc(Br)c2)cc1 (configuration not stated) | 3 |
| COc1cccc(C=NNC(=O)c2nnn(-c3nonc3N)c2C(C)C)c1OCc1ccc(F)cc1 | 3 |
| COc1cc(C(=O)Nc2cc(=O)n(C)c(=O)n2C)cc(OC)c1OC | -9 |
| CS(=O)(=O)Nc1ccc2c(c1)CN(S(=O)(=O)c1ccccc1)CC2 | 8 |
| Cn1c(SCC(=O)NCCc2ccccc2)nc2c(-c3ccccc3)csc2c1=O | -6 |
| CCCS(=O)(=O)c1nc2ccccc2n1CC(=O)N1CCN(C(=O)OCC)CC1 | -4 |
| CC(=NNC(=O)C(N)=O)c1ccc(OC(F)F)cc1 | -10 |
| O=C(c1cccs1)N1CCS[C@H]1c1ccc(C(F)(F)F)cc1 | -14 |
| CC1CN(S(=O)(=O)c2ccc(C(=O)Nc3sc4c(c3C#N)CC(C)(C)NC4(C)C)cc2)CC(C)O1 (configuration not stated) | 0 |
| Cc1nc(C)c(NC(=O)Nc2ccc(Cl)cc2)cc1NC(=O)Nc1ccc(Cl)cc1 | -25&-3 |
| CCOC(=O)CCC(=O)N1CCCSCC1CN1CCCC1 (configuration not stated) | -12 |
| CCN(CC)S(=O)(=O)c1ccc2nc(N3CCN(Cc4ccc5c(c4)OCO5)CC3)cnc2c1 | -17 |
| CC(=NNC(=O)CSc1nc(C)cc(C)n1)c1ccc2c(c1)OCCO2 | -11 |
| O=C(NCCCN1CCOCC1)c1cc2c(-c3ccccc3)nn(-c3ccccc3)c2s1 | -15 |
| O=C(CSc1ccc(F)cc1)N1CCC(CSc2ccccn2)CC1 | -3 |
| O=C(CC(c1ccccc1)c1ccccc1)NCCn1ncccc1=O | -20&-11 |
| CC(C)C(=O)N1CCc2ccc(N)cc2C1 | -6 |

More structures follow:
Structure,PriA SSB inh
Cc1ccc(C=NN=C2NC(=O)C(CC(=O)N3CCOCC3)S2)cc1 (configuration not stated),0
Cc1ccc(S(=O)(=O)c2nc(-c3ccccc3F)oc2N2CCC(C(N)=O)CC2)cc1,11
Cc1c(Cl)cccc1NC(=O)CSc1nnc(-c2cccnc2)n1N,-23
Cc1ccc(S(=O)(=O)Nc2c(S(=O)(=O)c3ccc(C)cc3)c3nc4ccccc4nc3n2CCC(C)C)cc1,63*
Cc1cc(NC(=O)c2ccc(S(=O)(=O)N3CC(C)OC(C)C3)cc2)n(C(C)C)n1 (configuration not stated),-3
COc1cccc(-c2csc(-n3nc(C)cc3NC(=O)C34CC5CC(CC(C5)C3)C4)n2)c1,-12
C=c1cc(C)cc(C)c1=C1NN=C(N)S1,-12
CCOc1ccc(-n2cc(-c3ccccc3)c3c(N(Cc4ccccc4)Cc4ccccc4)ncnc32)cc1,-17&-10
CC1(C)SC(=S)N(N=Cc2ccccc2)C1N(O)C(=O)Nc1ccc([N+](=O)[O-])cc1 (configuration not stated),38
O=C(NCCCn1ncccc1=O)c1csc(-c2ccccc2)n1,-7
CCCCC(=O)NCCOc1ccc2nnc(-c3ccc(F)cc3)n2n1,-11
COC(=O)Nc1ccc(S(=O)(=O)NCC2CCN(C(=O)OC)CC2)cc1,-1
O=C(Nc1ccc(-c2nc3ccccc3o2)cc1)c1ccccc1Oc1ccccc1,-15
O=C(CSCc1ccccc1)Nc1ccccc1Cc1nc(-c2ccncc2)no1,-20
O=C(Nc1nc(CCC(=O)N2CCN(c3ccccn3)CC2)cs1)c1ccccc1,1
COCCN1CCCc2ccc(NC(=O)c3ccc(C(C)(C)C)cc3)cc21,29&47
O=C(Nc1ccccc1Cl)N1CCN(c2cnnc(N3CCCC3)c2)CC1,-9
Cc1cc(C(=O)N2CC(n3cc(-c4ccccc4)nn3)C2)no1,-14
CN1/C(=C\C=C2\C(=O)Oc3ccccc3C2=O)C(C)(C)c2ccccc21,-7
CCc1ccc2nc(N(Cc3ccccn3)C(=O)CN3C(=O)CCC3=O)sc2c1,13
COCc1c(Br)c(C)nc(OCC(=O)NN=Cc2cc(C)n(-c3ccc([N+](=O)[O-])cc3)c2C)c1C#N,-1
CCOc1ccc(-n2ccnc(SCC(=O)Nc3ccc(C(C)C)cc3)c2=O)cc1,6
COc1cc(/C=C2\SC(=NS(=O)(=O)Cc3ccccc3)NC2=O)c([N+](=O)[O-])cc1OC,4
CNC(=O)c1cccc(-c2noc(C3CN(S(=O)(=O)c4ccc(C)s4)C3)n2)c1,2
O=C(Nc1ccc(-c2nc3ccccc3[nH]2)cc1)c1cccc(C(F)(F)F)c1,-11
O=C(CCCn1nc(-c2ccc(F)cc2)ccc1=O)N1CCc2ccccc21,-2&-1
O=C(c1nnn(Cc2ccccc2F)c1-c1ccncc1)N1CCc2ccccc2C1,-3
CCOc1cc(C=NNC(=O)C(=O)NN=Cc2ccc(O)c(OCC)c2)ccc1O,-7
O=C(Nc1c(C(=O)Nc2ccc(F)cc2)oc2cccnc12)c1cccs1,1
CN(C)C(=O)ON=C(N)COc1ccc(C(C)(C)C)cc1,-3

Given field by field: entries from further up.
mol: CCc1ccc2nc(N(Cc3ccccn3)C(=O)CN3C(=O)CCC3=O)sc2c1
  PriA SSB inh = 13

mol: CCOc1cc(C=NNC(=O)C(=O)NN=Cc2ccc(O)c(OCC)c2)ccc1O
  PriA SSB inh = -7

mol: CNC(=O)c1cccc(-c2noc(C3CN(S(=O)(=O)c4ccc(C)s4)C3)n2)c1
  PriA SSB inh = 2

mol: CN1/C(=C\C=C2\C(=O)Oc3ccccc3C2=O)C(C)(C)c2ccccc21
  PriA SSB inh = -7

More structures follow.
Structure,PriA SSB inh
O=C(Nc1cnoc1)c1ccc(S(=O)(=O)N2CCOCC2)cc1,-18
O=C(CCCSc1ccc(NC(=O)c2ccco2)nn1)NCc1ccccc1Cl,9&9
N#CC1=C(N)n2c(sc(=Cc3ccco3)c2=O)=C(C#N)C1c1ccco1 (configuration not stated),-10
CC1=NNC(=O)C1CCC(=O)NN=Cc1ccc(Cl)cc1 (configuration not stated),-1
CN1CCN(C(CNS(=O)(=O)c2ccc(Br)cc2)c2ccc(N(C)C)cc2)CC1 (configuration not stated),21
Cc1[nH]c(=O)[nH]c(=O)c1CCc1nnc(SCC(=O)Nc2ccccc2)o1,-8
COC(=O)c1ccc(C(=O)NC[C@H](OC)c2ccco2)cc1,4
CC(O)(CNC(=O)C(=O)Nc1cccc(C(F)(F)F)c1)c1cc2ccccc2o1 (configuration not stated),-2
CS(=O)(=O)N1C2CCC1CC(NC(=O)C1CC1)C2 (configuration not stated),-3
CCCCOc1cccc(C(=O)Nc2nnc(-c3cccs3)o2)c1,-10
CCOc1ccc(-c2c(C(=O)NN=Cc3c[nH]c4ccccc34)nnn2-c2nonc2N)cc1,-13

Part of the list above, set out differently.
O=C(Nc1cnoc1)c1ccc(S(=O)(=O)N2CCOCC2)cc1
  PriA SSB inh: -18
O=C(CCCSc1ccc(NC(=O)c2ccco2)nn1)NCc1ccccc1Cl
  PriA SSB inh: 9&9

A portion of the library, so the mix of outcomes need not match the whole.
